Assay outcomes (PubChem)
MC4R antag cAMP: MC4R antagonists of cAMP signaling, primary screen, cell-based, TR-FRET, antagonist arm of biased-ligand search. MC4R-expressing cells, MTII-stimulated cAMP, LANCE TR-FRET. inhibition, % at 6.5 µM. 360,000 compounds, 0.48% hits. AID 540295, 2011;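 active = inhibition above its plate's cutoff, the mean of tested wells on that plate plus 3 SD, cut at about 29% in these data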;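 also: 0% = Melanotan II alone and 100% = Melanotan II plus saturating MCL0020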
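System: U2OS-MC4R stable cell line; Technique: Eu-cAMP/anti-cAMP TR-FRET, emission 671 nm; Repeats: single well per compound; Also added: Melanotan II; Dosing: one concentration, 6.5 µM nominal; Schedule: 30-min compound, 1-h challenge, 1-h detection, room temperature.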
H9c2 protect: cardioprotection against H2O2-induced cell death, primary screen, uHTS, H9c2 cells, ATPLite luminescence | H9c2 cardiomyocytes, H2O2 injury protection, 2 h | protection from H2O2 cell death, % at 20 µM | 360,000 compounds, 0.63% hits;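 active = compounds giving at least 50% protection of heart cells from peroxide-induced death in the single-dose screen, raw or plate-pattern-corrected value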;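 also: 0% = DMSO wells with peroxide and 100% = DMSO wells without peroxide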
N-glyco inh: increase of ERlucT glycosylation luciferase signal, primary screen, N-linked glycosylation inhibitor project, D54 ERlucT cells, luminescence, set 2. reporter increase, % at 12.5 µM. D54 ERlucT glycosylation luciferase reporter, 24 h; percent of 100 nM tunicamycin response. 360,000 compounds, 0.23% hits;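 active = mean luciferase reporter signal, scaled so untreated is 0 and the glycosylation-blocking control 100, at or above a set limit in every replicate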;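 also: luciferase carries N-glycosylation sites so blocking glycosylation raises the light; 0% = median of neutral control wells and 100% = median of 100 nM tunicamycin wells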
ABHD5-PLIN5 inh: ABHD5-PLIN5 interaction inhibitors, primary screen, cell lysate, split luciferase complementation, luminescence | Split G. princeps luciferase complementation, 4 h | inhibition, % at 4 µM | AID 602281, 2012 | 360,000 compounds, 0.78% hits;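 active = inhibition above the mean inhibition across every tested compound plus 3 SD, cut at about 22% in these data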;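 also: 0% = DMSO only wells and the 100% control is not disclosed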
TLR9-MyD88 inh: inhibitors of TLR9-MyD88 association in cells, primary screen, cell-based, CHO, BLA complementation, fluorescence | Toll-like receptor 9 (Homo sapiens) + Myeloid differentiation primary response protein … | 340,000 compounds, 0.21% hits | inhibition, % at 4.98 µM | AID 504734, 2011 | CCF4 FRET ratio;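 active = inhibition above the mean over all tested compounds plus 3 SD, cut at about 21% in these data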;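 also: 0% = DMSO only wells and 100% = clavulanate BLA inhibitor control wells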
MC4R barr agon: MC4R agonists recruiting beta-arrestin, primary screen, cell-based, luminescence, agonist arm of biased-ligand search | activation, % at 8.9 µM | 360,000 compounds, 0.98% hits | U2OS MC4R beta-arrestin complementation; percent of melanotan II response, DMSO zero | Melanocortin receptor 4 (Homo sapiens), P32245;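 active = activation above a per-plate cutoff, the mean activation of sample wells on that plate plus 3 SD, cut at about 8% in these data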
ABCB6 inh 2: ABCB6 transporter inhibitors, primary screen, K562-ABCB6 cells, flow cytometry, MLPCN library; fluorescence ratio to DMSO, % at 10 µM; 360,000 compounds, 0.19% hits; ATP-binding cassette sub-family B member 6 (Homo sapiens), Q9NP58; AID 602162, 2011; K562-ABCB6 porphyrin accumulation, 1 h; hits give low values;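 active = fluorescence ratio to DMSO below 75%, the collection mean minus 3 SD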;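 also: signal is porphyrin accumulated inside mitochondria; 100% equals median channel fluorescence of DMSO control wells; lower ratio means ABCB6 inhibition with less porphyrin fluorescence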
Target sequence (Q9NP58 whole entry, looked up): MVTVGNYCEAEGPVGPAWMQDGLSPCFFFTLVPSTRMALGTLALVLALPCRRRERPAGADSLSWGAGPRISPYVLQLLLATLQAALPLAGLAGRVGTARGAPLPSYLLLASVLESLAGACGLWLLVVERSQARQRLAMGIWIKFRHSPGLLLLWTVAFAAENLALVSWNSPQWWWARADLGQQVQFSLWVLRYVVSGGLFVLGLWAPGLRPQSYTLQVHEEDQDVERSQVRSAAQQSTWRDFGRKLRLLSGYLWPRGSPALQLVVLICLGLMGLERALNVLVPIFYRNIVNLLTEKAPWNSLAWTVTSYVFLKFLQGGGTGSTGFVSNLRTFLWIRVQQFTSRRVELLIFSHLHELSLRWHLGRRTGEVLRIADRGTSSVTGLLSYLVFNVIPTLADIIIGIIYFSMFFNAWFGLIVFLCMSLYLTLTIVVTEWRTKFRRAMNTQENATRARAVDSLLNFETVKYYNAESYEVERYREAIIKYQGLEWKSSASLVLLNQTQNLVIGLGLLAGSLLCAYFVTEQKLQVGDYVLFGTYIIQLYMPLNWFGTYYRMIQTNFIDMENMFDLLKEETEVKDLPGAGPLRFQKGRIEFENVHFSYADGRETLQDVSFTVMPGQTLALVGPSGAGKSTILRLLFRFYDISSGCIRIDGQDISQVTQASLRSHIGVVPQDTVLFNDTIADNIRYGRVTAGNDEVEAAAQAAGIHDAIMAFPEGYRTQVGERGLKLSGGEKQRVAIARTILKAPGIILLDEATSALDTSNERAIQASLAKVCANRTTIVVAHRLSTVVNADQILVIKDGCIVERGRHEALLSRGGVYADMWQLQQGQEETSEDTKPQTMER
NOD2-RIPK2 inh: NOD2-RIPK2 binding disruptors in cells, primary screen, fluorescence, CHO cells, BLA complementation | Receptor-interacting serine/threonine-protein kinase 2 (Homo sapiens), O43353 | CCF4 ratio | inhibition, % at 4.98 µM | 360,000 compounds, 0.38% hits | AID 624267, 2012; in the data active = inhibition above about 21%;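 also: 0% = vehicle only and 100% = reference blocker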
HTR2A ag: mouse Htr2a agonists via beta-arrestin recruitment, primary screen, cell-based, luminescence; 5-hydroxytryptamine receptor 2A (Mus musculus), P35363; CHO-K1 mHTR2A beta-arrestin complementation; percent of 30 µM serotonin response; activation, % at 7.6 µM; 360,000 compounds, 0.66% hits; AID 624169, 2012;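 active = activation above a run cutoff, the mean activation of all tested compounds plus 3 SD, cut at about 14% in these data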;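 also: 0% = plate median of compound wells and 100% = 30 µM serotonin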
NCOA2 inhibitor: inhibition of GAL4-SRC2 driven luciferase reporter, primary screen, SRC2 inhibitor project, cell-based, luminescence; Nuclear receptor coactivator 2 (Homo sapiens), Q15596; HEK293 GAL4-SRC2 luciferase reporter; inhibition, % at 9 µM; 370,000 compounds, 0.17% hits;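 active = inhibition above the mean inhibition of all tested compounds plus 3 SD, set per campaign, cut at about 52% in these data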;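 also: 0% = DMSO treated cells and 100% = cells given Gossypol at 36 µM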
The depositor's hits bear a star; . = no result given.

SMILES	MC4R antag cAMP	H9c2 protect	N-glyco inh	ABHD5-PLIN5 inh	TLR9-MyD88 inh	MC4R barr agon	ABCB6 inh 2	NOD2-RIPK2 inh	HTR2A ag	NCOA2 inhibitor
CC(C)C(C(=O)NC1CCCC1)N1CCN(c2ncccc2C#N)CC1 (centres undefined)	.	.	.	5	.	.	.	-8	5	-30
CN1C(=O)CC(=O)N(C)c2cc(S(=O)(=O)N(C)Cc3ccccc3)ccc21	8	0	3	7	7	-0.5	96	-1	6	12
COC(=O)CCCC1=CC2=CC(=O)C(C)(OC(=O)c3cccs3)C(=O)C2=CN1CCCCO (centres undefined)	-5	1	-1	-2	2	-0.5	92	4	3	-11
COc1ccc([C@H]2C[C@@H](n3cc(-c4ccc(F)cc4)nn3)[C@H](O)CN2C(=O)C2CCCCC2)cc1	12	6	-1	-6	-5	0.6	100	12	-7	-10
COC(=O)c1ccc(-c2n[nH]c(=O)c3ccccc23)cc1	7	1	-2	1	3	-0.5	99	-4	-1	-15
CCn1c(-c2cc(-c3cc(C)ccc3C)nc3ccccc23)n[nH]c1=S	4	2	-3	-6	-7	-1.7	101	4	-2	-2
O=C(CCCOc1ccccc1)NCCc1nc2ccccc2[nH]1	4	7	-1	-1	-13	-0.4	91	-12	-4	7
CCOc1cccc(-c2cc(-c3n[nH]c(=S)n3CC)c3ccccc3n2)c1	5	-1	4	-20	8	0.3	91	14	3	-7
Cc1ccccc1Nc1nc(N)nc(COC(=O)C2CCCCC2)n1	20	-4	0	-2	0	1.2	90	2	0	17
CCCCN(Cc1ccccc1)C(=O)C1CCCN(S(=O)(=O)c2cnc[nH]2)C1 (centres undefined)	-3	-4	-1	-1	10	-1.0	90	0	-8	11
CCN(CC(=O)Nc1c(F)cccc1F)C(=O)CN1C(=O)C2CCCCC2C1=O (centres undefined)	2	1	3	10	-5	-2.0	100	-9	-4	23
CC(C)(C)OC(=O)Nc1ccccc1-n1nnnc1C(C(=O)c1ccc(F)cc1)N1CCN(c2ccccn2)CC1 (centres undefined)	.	.	.	-1	.	.	.	-2	-1	10
CC(=O)c1ccc(S(=O)(=O)N2CCCCC2C(=O)O)cc1 (centres undefined)	-6	6	-1	5	-4	0.1	89	3	1	14
Cc1ccc(C2(C(=O)N3CCC(n4nc(-c5ccccc5)oc4=O)CC3)CC2)cc1	7	-6	-6	-1	1	-1.9	100	-6	-3	.
O=C(Cc1ccccc1)NCC(=O)N1CCCC1	18	-2	2	1	4	-1.2	97	4	9	-30
CCN(Cc1ccccc1)C(=O)COC(=O)[C@@H]1CCCN1C(=O)c1cccs1	1	1	1	7	-7	-0.8	98	-10	1	-26
Cc1cc(C(F)(F)F)nc(SCC(=O)c2cccc([N+](=O)[O-])c2)n1	-6	5	-3	3	-3	0.8	96	-9	0	13
CCCC[C@@H]1CNC(=O)C(=O)N1CCc1cccc(F)c1	.	.	.	10	.	.	102	1	0	5
CC(C)Cn1c(=O)c2c(nc3n2CCCN3CCc2ccccc2)n(C)c1=O	4	-4	5	-4	6	2.6	85	6	2	16
CCOC(=O)/C(C#N)=C/c1cccc(C)c1	-3	-3	-1	2	2	-0.9	96	-11	0	-20
CC(=O)Nc1ccc(NC(=O)CC(NC(=O)c2ccccc2)c2ccccc2)cc1 (centres undefined)	-4	0	-2	-2	-2	-1.5	98	-12	6	7
CC(C)c1ccc(CN(C(=O)c2cc3ccccc3oc2=O)C2CCS(=O)(=O)C2)cc1 (centres undefined)	9	1	1	-3	-3	-0.6	77	2	2	-39
CCc1nc(SCC(=O)Nc2cc(C)on2)c2c(=O)n(C)c(=O)n(C)c2n1	3	20	0	-5	2	0.6	99	-1	5	12
COc1ccc(OC)c(-c2csc(NC(=O)CSCC(=O)Nc3cc(C)on3)n2)c1	3	4	3	-11	-1	-1.2	95	-7	-4	13
CC(C)c1ccc(NC(=O)Cc2cn(C)c3ccccc23)cc1	-4	-1	4	3	-11	2.8	96	-3	-5	-13
SMILES	MC4R antag cAMP	H9c2 protect	N-glyco inh	ABHD5-PLIN5 inh	TLR9-MyD88 inh	MC4R barr agon	ABCB6 inh 2	NOD2-RIPK2 inh	HTR2A ag	NCOA2 inhibitor
COc1ccccc1N(CC(O)CN1C(C)CCCC1C)S(=O)(=O)c1ccccc1 (centres undefined)	6	-1	7	-5	2	-1.4	98	9	-11	5
O=C(c1ccccc1)c1cccs1	12	-2	2	2	-9	-1.8	100	-1	0	3
CN(c1ccccc1)S(=O)(=O)c1ccc(C(=O)Nc2ccncc2)cc1	6	-5	-2	5	0	-3.0	95	-2	2	10
CC(=O)c1ccc(N2CCN(S(=O)(=O)c3cc4[nH]c(=O)c(=O)[nH]c4cc3C)CC2)cc1	6	-4	2	9	-4	-2.6	96	-12	0	0
NC(=O)C1CCCN(C(=O)Nc2cccc3ccccc23)C1 (centres undefined)	6	-11	2	-1	6	0.9	100	-4	-1	-37
CCOC(=O)C1CCN(Cc2cc(=O)oc3cc(C)ccc23)CC1	1	0	1	11	-10	0.5	95	-1	8	-16
COc1ccc(OC)c(/C=C/C(=O)OCC(=O)NC2CCCCCCC2)c1	6	-7	0	0	-3	-1.3	95	-5	16*	15
COc1ccc(OC)c(-c2cn(S(=O)(=O)c3ccccc3)nc2N)c1	8	-5	0	-3	1	-2.2	97	-7	-1	17
CN(C)CCCN(C(=O)c1ccc(S(=O)(=O)N2CCCCCC2)cc1)c1nc2cc3c(cc2s1)OCO3	-3	5	-12	9	9	-0.2	98	11	-3	-2
CCn1cc(CN(C)C(=O)CSc2nc(-c3ccco3)cc(C(F)(F)F)n2)c(C)n1	-1	12	0	5	0	0.3	92	-2	6	18
CC(CC(=O)Nc1ccc2c(c1)c(=O)n(C)n2-c1ccccc1F)c1ccccc1 (centres undefined)	-5	1	8	1	.	-1.4	101	-12	4	-2
NC(=O)C1CCN(CC(O)CSc2ccccc2)CC1 (centres undefined)	-1	8	1	0	-4	-0.1	99	-2	0	-14
Cc1ccc(OCc2nnc(SCC(=O)C(C)(C)C)n2Cc2ccco2)cc1	6	-9	-4	-2	-3	-2.0	89	0	-3	-5
Cc1ccc(Cn2cc(C(=O)NN)c(=O)c3ccc(F)cc32)cc1	5	5	1	-3	-6	-1.7	97	11	-4	-11
COc1ccc(Cl)cc1NC(=O)CCS(=O)(=O)c1ccc(Br)cc1	-3	4	2	-6	0	0.1	102	9	-9	20
CCCSc1nnc(NC(=O)Nc2ccccc2OC)s1	17	-3	2	-7	-8	3.8	93	1	9	-57
COC(=O)C1=C[C@@H](C(=O)OC)[C@@H]2C3=C(C(=O)C2(C)C)[C@H](c2ccccc2)[C@@H]2C(=O)N(C)C(=O)[C@@H]2[C@@H]3C1	8	13	0	-3	-4	0.1	98	-38	2	1
CC(=O)c1cccc(NC(=S)NC(=O)c2cccc(Cl)c2)c1	6	-8	1	1	-3	0.5	92	-14	-5	-64
Cc1cc(C)c(N=C2CCCN2Cc2ccccc2)c(C#N)c1	3	-6	-3	-3	3	0.4	101	-14	0	-14
COc1ccc(NC(=O)Cn2nnc(C(=O)Nc3ccc(F)c(Cl)c3)c2N)cc1OC	1	-2	-1	11	-9	1.3	99	-6	-2	4
CNC(=O)C1=C(C)NC(=S)NC1c1cccs1 (centres undefined)	18	5	2	-1	3	-1.8	101	0	2	-1
CCN(CC)C(=O)Cn1cnc([N+](=O)[O-])n1	8	8	3	-3	-4	0.3	99	4	1	-16
OCCN1CCN(C(=S)c2ccc(Cl)cc2)CC1	-3	11	4	7	5	0.5	195	2	-5	-3
O=C(Nc1cccc(S(=O)(=O)N2CCCC2)c1)[C@@H]1O[C@H](CO)[C@@H](O)[C@H]1O	4	5	0	6	.	-1.3	98	-8	2	10
CC(C)CC1C(=O)N(Cc2cn(CCC3OCCCO3)nn2)CCS(=O)(=O)N1Cc1ccc(-c2ccncc2)cc1 (centres undefined)	8	22	15	-1	2	2.6	97	-9	-1	-16
SMILES	MC4R antag cAMP	H9c2 protect	N-glyco inh	ABHD5-PLIN5 inh	TLR9-MyD88 inh	MC4R barr agon	ABCB6 inh 2	NOD2-RIPK2 inh	HTR2A ag	NCOA2 inhibitor
Cc1nn(C)c(C)c1S(=O)(=O)N1CCC(C(=O)NCC2COc3ccccc3O2)CC1 (centres undefined)	-2	-4	0	8	1	0.2	100	-9	-1	9
Cc1cccc(/C=N/NC(=O)Cn2nnnc2N)n1	8	0	3	4	-3	0.4	95	2	1	-19
Cn1c(=NC(=O)COc2ccccc2)sc2cccc(F)c21	19	-1	0	-3	3	-0.9	96	3	4	15
CCS(=O)(=O)c1ccc(C=NNc2nc3ccccc3o2)cc1	-6	5	-3	-7	2	-1.6	95	0	-1	-56
Cc1ccc(NC(=S)Nc2ccc(Cl)c(Cl)c2)c(OC(F)F)c1	11	-27	-2	-11	-3	7.2	97	-2	-4	9
Cc1c(OCC(=O)N2C[C@H]3C[C@@H](C2)c2cccc(=O)n2C3)ccc2c3c(c(=O)oc12)CCCC3	2	-1	-5	-4	-7	-1.1	99	4	4	-13
CCc1nnc(NC(=O)CSc2nc3[nH]c(=O)cc(O)c3s2)s1	3	12	0	-2	-6	-2.1	102	-6	6	-30
CCS(=O)(=O)N1CCC(C(=O)NCc2cc(OC)ccc2OC)CC1	1	-1	1	-2	-5	-0.2	100	-1	-1	-5
O=C(NCC(c1ccco1)N1CCc2ccccc2C1)c1cccc(F)c1 (centres undefined)	1	0	-2	1	-4	-2.7	102	-4	-10	-20
O=C(CC1CCCCC1)Nc1c2c(nn1-c1ccc(F)cc1)CS(=O)(=O)C2	2	2	1	-2	-3	2.0	94	-17	-1	-10
COc1ccc(C(=O)N/N=C(/C)c2cccc(NC(=O)c3ccccc3F)c2)cc1	22	-5	-1	3	-6	-2.8	97	0	0	-1
COc1ccc(NC(=O)CSc2nc3[nH]c(=O)[nH]c(=O)c3s2)cc1OC	1	3	0	-7	-11	-1.9	108	-1	8	-10
CCc1nnc(NC(=O)COC(=O)CN2C(=O)c3ccccc3C2=O)s1	14	3	0	-2	1	0.7	94	-6	1	-6
O=C(CCc1nc2ccccc2s1)OCC(=O)c1ccccc1	4	-2	1	-7	8	-1.2	101	-7	-2	-4

This is a subset. The share of hits here may be higher or lower than overall.
